KDM5B inh = KDM5B demethylase inhibition; Q9UGL1; KDM5B demethylase, FDH-coupled NADH fluorescence (FDH is formaldehyde dehydrogenase); Potency, µM (titrated, usually from 57.7 µM), for the others: top-dose activity change, negative = inhibition, actives largely listed as inhibitors; actives 2.6% (n = 220,000); active = well fitted inhibition curve with a large enough effect; inconclusive = small, poorly fitted or top-dose-only effect; inactive = no such curve, though single readings can be large or run the other way; note: 0% is about no effect; nearly all actives have a fitted effect of over 70% in size
Target sequence (Q9UGL1 whole entry, looked up): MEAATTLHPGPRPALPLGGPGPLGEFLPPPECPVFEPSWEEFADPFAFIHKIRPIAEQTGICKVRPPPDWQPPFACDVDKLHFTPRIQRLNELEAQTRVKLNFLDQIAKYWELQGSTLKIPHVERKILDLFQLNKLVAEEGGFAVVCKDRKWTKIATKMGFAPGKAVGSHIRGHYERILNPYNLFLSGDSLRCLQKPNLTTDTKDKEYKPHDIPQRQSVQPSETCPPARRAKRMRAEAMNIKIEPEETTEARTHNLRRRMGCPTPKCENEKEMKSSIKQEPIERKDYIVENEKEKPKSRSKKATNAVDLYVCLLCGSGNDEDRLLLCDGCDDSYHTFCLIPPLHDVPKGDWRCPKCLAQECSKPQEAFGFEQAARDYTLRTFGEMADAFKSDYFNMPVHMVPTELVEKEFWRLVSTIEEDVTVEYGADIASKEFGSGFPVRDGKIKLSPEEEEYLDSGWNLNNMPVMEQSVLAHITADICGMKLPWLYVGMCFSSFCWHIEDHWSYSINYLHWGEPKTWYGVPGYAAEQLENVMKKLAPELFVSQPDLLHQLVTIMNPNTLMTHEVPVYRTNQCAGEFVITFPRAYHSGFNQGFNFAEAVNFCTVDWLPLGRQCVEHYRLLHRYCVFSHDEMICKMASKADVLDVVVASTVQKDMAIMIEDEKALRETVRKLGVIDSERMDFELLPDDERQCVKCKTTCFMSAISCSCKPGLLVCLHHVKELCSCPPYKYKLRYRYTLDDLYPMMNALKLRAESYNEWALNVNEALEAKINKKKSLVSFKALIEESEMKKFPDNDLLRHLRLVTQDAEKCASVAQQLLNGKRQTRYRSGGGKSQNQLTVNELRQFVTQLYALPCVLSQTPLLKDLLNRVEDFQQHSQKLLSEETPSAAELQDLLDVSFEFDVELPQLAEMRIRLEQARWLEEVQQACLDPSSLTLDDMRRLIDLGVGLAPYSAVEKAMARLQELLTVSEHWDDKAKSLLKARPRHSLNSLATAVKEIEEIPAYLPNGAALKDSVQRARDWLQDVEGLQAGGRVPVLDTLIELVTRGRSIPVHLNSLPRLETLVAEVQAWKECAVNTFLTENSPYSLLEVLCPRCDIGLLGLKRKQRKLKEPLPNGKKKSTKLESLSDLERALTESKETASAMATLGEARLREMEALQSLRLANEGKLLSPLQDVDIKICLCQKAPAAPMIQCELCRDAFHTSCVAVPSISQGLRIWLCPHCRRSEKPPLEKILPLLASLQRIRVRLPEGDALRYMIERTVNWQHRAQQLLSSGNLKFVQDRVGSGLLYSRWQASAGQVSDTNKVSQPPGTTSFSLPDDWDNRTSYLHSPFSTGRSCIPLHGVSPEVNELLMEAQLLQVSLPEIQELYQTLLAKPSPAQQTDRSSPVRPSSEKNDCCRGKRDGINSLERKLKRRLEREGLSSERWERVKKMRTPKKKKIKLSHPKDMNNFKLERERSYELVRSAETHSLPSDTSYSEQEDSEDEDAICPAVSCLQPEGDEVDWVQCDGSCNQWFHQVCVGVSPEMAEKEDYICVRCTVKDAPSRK
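Measured: NADH fluorescence change, 30 min, RT. System: KDM5BΔAP 200 nM final, H3K4me3 peptide, α-KG, Fe(II), ascorbate, NAD⁺ plus FDH, pH 7.5 HEPES. Compounds: titrated, 10 min pre-incubation with enzyme.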
* marks the source's active call; other numbers are inactive results; i = inactive; ? = inconclusive; & = joins results of further samples; [ ] = another dose, or the depositor's remark. Potency is the fitted concentration of half-maximal effect. The list is partial; the hit share may differ from the screen's.

SMILES | KDM5B inh
CCOc1ccc(N2CC(NC(=O)C3CC3)CC2=O)cc1 (stereo unspecified) | 0%
CN1CC(=O)N(C2CCCNCC2)Cc2c(NCCc3ccccn3)ncnc21 (stereo unspecified) | ?
CN1C(C(=O)NC2CCCCC2)=CC(c2cccs2)=NS1(=O)=O | -12%
O=C(Nc1ccc(F)cc1)N1CCCC(Cn2c(C3CC3)nc3cccnc32)C1 (stereo unspecified) | ?
O=C(COC(=O)c1ccc2ccccc2n1)Nc1ccc(F)c(F)c1 | -25%
CN1CC(=O)N(C2CCCNCC2)Cc2c1ncnc2N1CCCC(O)C1 (stereo unspecified) | ?
Cc1cc(F)ccc1S(=O)(=O)Nc1ccc(N2CCCC2)c(F)c1 | -17%
O=C(COc1ncnc2c1cnn2-c1ccccc1)NC1CCS(=O)(=O)C1 (stereo unspecified) | -5%
CN(C)CCCn1c(=O)n(-c2ccc(Cl)cc2)c(=O)c2c3c(sc21)CN(C)CC3 | ?
NCc1ccccc1-c1cc(F)cc(F)c1 | 15%[149 µM]
Cc1oc(-c2cccs2)nc1CC(=O)Nc1cccc(C(=O)N(C)C)c1 | ?
CCCCCCCCS(=O)(=O)CCO | 19%
Cn1c(=O)c2c(nc(N)n2CC(O)COc2ccccc2)n(C)c1=O (stereo unspecified) | 13%
CCc1nc(SCc2cc(=O)c3cc(F)ccc3[nH]2)n[nH]1 | -19%
O=C(CCc1nc2sc3c(c2c(=O)[nH]1)CCCC3)N1CCCCC1 | 14%
O=C(CSc1nnc(-c2ccc(Cl)cc2)n1CC1CCCO1)Nc1ccccc1 (stereo unspecified) | -2%
CCCOC(=O)c1ccc(NC(=O)c2cc(=O)[nH]c3ccccc23)cc1 | 16%
CCNc1nc(-c2ccc3c(c2)CCC(=O)N3)cs1 | -26%
Cn1nccc1CN1CCC2(C1)C(=O)N(CCc1ccccc1)c1ccccc12 (stereo unspecified) | 7%&8%
CSC1=C(C#N)C(c2ccc(C)cc2)C2=C(CCCC2=O)N1 (stereo unspecified) | -33%
O=C(NCc1cccnc1)c1cnc2c(c1)N([S+](=O)([O-])c1cccnc1)CCC2 | 1%[86.2 µM]
CCCS(=O)(=O)N1CCC(c2noc(-c3cccnc3)n2)C1 (stereo unspecified) | -20%
CCOc1ccc(-c2cc3c(=O)n(CC(O)c4ccc(C(C)C)cc4)ccn3n2)cc1 (stereo unspecified) | ?
Cc1cccc(-n2nc(-c3c(C)nc4scc(CC(=O)NCc5ccccc5)n4c3=O)cc2C)c1 | ?
O=C(COc1ccccc1)Nc1cnc(-c2cccc(Cl)c2)nc1 | -13%

5 structures out of the list, arranged by number of heavy atoms, smallest number first.
SMILES | KDM5B inh
CCCCCCCCS(=O)(=O)CCO | 19%
CCCS(=O)(=O)N1CCC(c2noc(-c3cccnc3)n2)C1 (stereo unspecified) | -20%
O=C(COc1ccccc1)Nc1cnc(-c2cccc(Cl)c2)nc1 | -13%
Cc1oc(-c2cccs2)nc1CC(=O)Nc1cccc(C(=O)N(C)C)c1 | ?
O=C(Nc1ccc(F)cc1)N1CCCC(Cn2c(C3CC3)nc3cccnc32)C1 (stereo unspecified) | ?

Remaining list, next part
SMILES | KDM5B inh
Cn1nc(-c2nncn2CC2CC2)c2c1CCN(C(=O)c1n[nH]c3ccccc13)C2 | 20µM*
CCOc1cccc(CNCc2cccs2)c1OCc1ccccc1 | -22%
Cn1c([C@H]2CCN(C(=O)c3cccnc3)C2)nc2ccccc21 | -29%[86.2 µM]
O=C(NCCCN1CCN(c2ccccc2F)CC1)c1ccc2nc(Cc3ccccc3)oc2c1 | -27%
O=C(NCCN1CCOCC1)c1cc(Sc2ccc(F)cc2F)nc2ccccc12 | -10%
CN(C)S(=O)(=O)N1CCCC(c2nc(-c3cnccn3)no2)CCNC(=O)CC1 (stereo unspecified) | 34%
Cc1cccc(C(=O)Nc2nnc(S(=O)(=O)N3CCCc4ccccc43)s2)c1 | -18%
CCc1cccc(NC(=O)CN2C(=O)COc3ccc(S(=O)(=O)N4CCC(C)CC4)cc32)c1 | -3%
O=C(CN1C(=O)NC2(CCCCC2)C1=O)Nc1cccc(C(F)(F)F)c1 | -5%
Cc1ccc(C)c(N(C)C(=O)c2cc3c(s2)-c2ccccc2OC3)c1 | ?
Cc1ccc(S(=O)(=O)N2CC(c3noc(-c4cccnc4)n3)C2)cc1Cl | -2%
O=C(Cc1c[nH]c2ccccc12)NCCc1c[nH]c2ccc(F)cc12 | 18%
Cc1cc2c(n1-c1ccc(C(=O)NCc3cccc(Br)c3)cc1)CCC(C)C2 (stereo unspecified) | ?
COc1ccc(-c2nc(CNC(=O)NC3CCCCC3)c(C)o2)cc1 | -59%
Cc1cccc(OCC2CCCN(C(=O)c3sc(C(C)C)nc3C)C2)c1 (stereo unspecified) | -13%
Cc1ccc(CN2CC[C@H](CNC(=O)C3CC3)[C@H](N(C)C)C2)s1 | -3%
CCN1CCN(c2nc3c(s2)CN(C(=O)Cc2cccnc2)CC3)CC1 | ?
Cc1ccc(NC(=O)CC(=O)Nc2ccc(C)c(C)c2)cc1C | 22%
COc1ccc(NC(=O)Cn2c(-c3ccc(Cl)cc3)nc(C)c(CCO)c2=O)cc1OC | 4%
Cc1cn2nc(C(=O)NC(C)CCc3ccccc3)cc2c(N2CCCC2)n1 (stereo unspecified) | i
CC1CCC(NC(=O)CSc2nnc(C(C)C)o2)CC1 (stereo unspecified) | 7%
COCCNC(=O)c1cc(C2CC2)nc2c1c(C1CCNC1)nn2C (stereo unspecified) | 89µM*
NC(=O)c1ccc(OCc2ccccc2)cc1 | 14%
CCN(c1ccccc1)S(=O)(=O)c1ccc(NC(=O)c2cc(=O)c3cc(C)c(C)cc3o2)cc1 | -1%&14%
O=C1NCCCCCCN(C(=O)c2ccsc2)[C@H]2CCCC[C@@H]12 | 13%
Cc1cc(=O)n(CC(=O)Nc2cccc(F)c2)c(N(C)Cc2ccccc2)n1 | 5%
CSc1cccc(N=Cc2ccc(-c3ccccc3Cl)o2)c1 | -28%
COC(=O)CC(NC(=O)c1cccc(F)c1)c1ccc(OC)c(OC)c1 (stereo unspecified) | 20%
Cc1cc(C)nc(NC(=NCCc2c[nH]c3ccccc23)NC(=O)C(C)(C)C)n1 | -8%
CCOc1ccc(NC(=O)c2c(NCc3ccc(C)o3)sc3c2CCCCC3)cc1 | ?
Cc1cccc(NC(=O)C(=O)NCC(c2ccc3c(c2)OCO3)N2CCN(c3ccccc3)CC2)c1 (stereo unspecified) | 10%
O=C(NCCc1ccccc1)c1ccc2c(c1)CCN2S(=O)(=O)c1ccc(Br)cc1 | -11%
Cc1nc2c(c(-c3ccc(O)cc3)n1)CN(Cc1ccccn1)CCC2 | 6%
COC(=O)CCNC(=O)N1CCc2[nH]cnc2C1c1ccc(Br)cc1 (stereo unspecified) | -5%
COc1ccc(Br)cc1COc1ccc(C#N)cc1 | -1%
NS(=O)(=O)CCCC(=O)N1CCC(c2ncc[nH]2)CC1 | -24%
C=CCCC(CN1CCCOCC1)Oc1cc(CCC)nc(C)n1 (stereo unspecified) | -13%
COc1ccc(CNC(=O)Cn2nc(C)c3c(C)n(-c4ccccc4)nc3c2=O)cc1OC | ?
Cc1ccc(N(C(C)C(=O)Nc2ccc(C)c(Cl)c2)S(C)(=O)=O)cc1C (stereo unspecified) | -6%
CCOC(=O)Cn1c(=O)c2c3c(sc2n(CCN(C)C)c1=O)CC(C)CC3 (stereo unspecified) | -18%
CCOc1ccc(S(=O)(=O)n2nc(C)c(S(=O)(=O)N3CCCCCC3)c2C)cc1 | ?
Cc1noc(C)c1CS(=O)(=O)c1cc(Cl)ccc1Cl | 11%
O=C(Nc1cccc(C(F)(F)F)c1)C1C2C3CCC(C3)C12 (stereo unspecified) | -16%
Cc1ccccc1N(C)S(=O)(=O)c1nnc(NC(=O)c2ccco2)s1 | ?
CC(C)NC(=O)C1CCc2nnc(C(C)(C)C)n21 (stereo unspecified) | -4%&-7%[149 µM]
COc1ccc(OC)c(NC(=O)Cn2c(=O)oc3cc(S(=O)(=O)NCc4ccccc4)ccc32)c1 | -2%
Cc1nn(CC(=O)NCc2ccccc2)c(=O)c2ccccc12 | 10%
CC(C)Cc1ccc(-c2cnc(CCC(=O)NC(C)c3ccc4c(c3)NC(=O)CO4)o2)cc1 (stereo unspecified) | -5%
COCCN1CCNc2nc(COc3cccc(C#N)c3)n(Cc3ccccc3)c2C1=O | -18%[86.2 µM]
COc1ccc(C2CCCCCN2C(=O)c2ccc(-n3cccn3)cc2)cc1 (stereo unspecified) | 5%

Following part.
SMILES | KDM5B inh
O=C(CN1CCS(=O)(=O)CC1)N/N=C/c1cccc(C(F)(F)F)c1 | -1%
O=C(Cc1cccc(F)c1)NCC1COc2ncncc2C(=O)N1Cc1ccccc1 (stereo unspecified) | 28µM*
COCC1(CNc2cc(C3CC(O)C3)nc(C)n2)CCCC1 (stereo unspecified) | 32%
CCc1ccccc1NC(=O)c1ccc2c(c1)CCCN2S(C)(=O)=O | 0%
COc1ccc(NC(=O)C2CCCN(c3cnn(C)c(=O)c3)C2)cc1 (stereo unspecified) | -7%
O=c1n(CC2CC2)nc2n1CCC(NS(=O)(=O)Cc1ccccc1)CC2 (stereo unspecified) | -1%
Cc1cc(C)c(C#N)c(OCc2ccc(Cl)nc2)n1 | 31%
O=C(NC1C[C@H]2CC[C@@H](C1)N2C(=O)COc1ccccc1)c1ccncc1 (stereo partly specified) | 4%
COCCN1Cc2cccc(C(=O)Nc3ccc(C(=O)OC)cc3)c2C1=O | 2%&-12%
O=C(c1cccc(OC2CN(C3CCN(Cc4ccccc4)CC3)C2)c1)N1CCOCC1 | -22%
COc1ccccc1[C@@H]1CN(C(=O)c2cc(C(C)C)[nH]n2)C[C@H]1C(=O)O | ?
O=C(Nc1ccc2oc(-c3ccncc3)nc2c1)c1cc(Cl)ccc1Cl | ?
CS(=O)(=O)Nc1ccccc1CNC(=O)CCS(=O)(=O)C1CCCC1 | -8%
O=C(O)c1ccc(CN2C[C@H](O)C[C@H]2c2nc(C3CC3)no2)cc1 | -2%[86.2 µM]
CC(NC(=O)CN(C)Cc1cccs1)c1ccccc1 (stereo unspecified) | 5%
N#CCCn1nc(-c2ccc(F)cc2)c2ccccc2c1=O | 10%
Cc1ccc(-n2ncc(C(=O)NC3CCCCC3)c2N)cc1 | -10%
O=C1CSc2ccc(C(=O)Nc3ccc4c(c3)OCCO4)cc2N1 | 13%
Cc1cc(N2C(=O)C(=O)/C(=C(/O)c3ccc(Br)cc3)C2c2cccc(O)c2)no1 (stereo unspecified) | 8%
CCOc1cccc(CN2CCC3(CC2)CN(C)CC3COC)c1 (stereo unspecified) | 14µM*
CCCc1ncc(C(O)c2ccc(OC)c(OC)c2)n1C (stereo unspecified) | 11%
CCC(=O)OC1=C(C(C)=O)N(C(C)C)S(=O)(=O)c2ccccc21 | 9%
Cc1ccc(-c2cc(O)c3c(c2)CNCCO3)cc1 | ?
CN1C[C@@H](NS(=O)(=O)c2ccccc2)C[C@H]1c1nc(-c2ccc(F)cc2)no1 | ?
COc1ccc(NC(=O)CCc2nnc3n(Cc4ccc(C)cc4)c(=O)c4ccccc4n23)cc1 | -26%
Cn1cc(CN2C[C@H](C(=O)Nc3ccncn3)C[C@@H]2c2cccc(C(F)(F)F)c2)cn1 | -13%[86.2 µM]
CNS(=O)(=O)c1cn(CC(=O)N2CCN(c3cc(C)ccc3C)CC2)cc1S(=O)(=O)NC | -8%
Cc1ccsc1C(=O)NCCC1CCN(C(=O)Nc2ccccc2)CC1 | 8%
COc1ccccc1NC(=O)N1CCN2C(=O)NC[C@H]2C1 | 26%[115 µM]
Fc1ccc(/C=N/N=C/c2ccc(F)cc2F)c(F)c1 | -2%
COc1ccc(S(=O)(=O)N2CCCN(C)c3ccccc32)cc1Cl | ?
Cc1ocnc1C(=O)N1CCC2(CCC(=O)N(CC(C)O)C2)CC1 (stereo unspecified) | 5%
CCn1c(=O)c2sccc2n2c(CCCC(=O)N3CCN(c4cc(C)ccc4C)CC3)nnc12 | 1%
COc1ccc(-c2onc(C)c2C(=O)NCCc2cccc(OC)c2)cc1 | -30%
CCOc1ccccc1C1NC(=O)N(CC(=O)Nc2c(C)cc(C)cc2C)C2=C1C(=O)OC2 (stereo unspecified) | -14%
Cc1ccc(Nc2ncnc3c2nc2n3CCCC2)cc1F | -22%
CCOc1ccc(CCNC(=O)c2cc3c(-c4ccccc4F)nn(C)c3s2)cc1 | ?
COc1cc(C(=O)Nc2nc3nc(-c4ccccc4)cc(=O)n3[nH]2)cc(OC)c1OC | -15%
COCCn1c(C)cnc1CCNS(=O)(=O)c1c(C)noc1C | ?
CC(=O)c1c(OS(=O)(=O)c2ccccc2-c2ccccc2)ccc2c(C)cc(=O)oc12 | -30%
Cc1cn(CC(=O)NC2CCOC3(CCOCC3)C2)c(=O)[nH]c1=O (stereo unspecified) | -6%
Cc1ccc(C(=O)OCc2cc(=O)n3nc(-c4cccs4)sc3n2)cc1 | -23%
O=C(Cn1c(CCCO)nc2ccccc21)Nc1ccccc1-c1ccccc1 | 3%
O=C(O)c1ccc(=O)oc1 | 5%
Clc1ccc(-c2cnc3n2C[C@H](CNCc2cccnc2)OC3)cc1 | -22%[86.2 µM]
CC(C)Cn1nc(NC(=O)c2cccs2)c2cc3ccccc3nc21 | -6%
O=C(Nc1nccs1)c1cc(Cl)nc2ccccc12 | 21%
